# AmpC inh no detg – AmpC beta-lactamase inhibition without detergent; P00811; AmpC nitrocefin hydrolysis, absorbance 480 nm, 0.0001% Triton; Potency, µM (titrated, usually from 57.1 µM), without a hit: at the top dose activity change, negative = inhibition, usual class: inhibitors; actives 0.52% (n = 330,000); AID 485341;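 further: potency means the concentration at half of the fitted maximal effect; plate controls were no compound for no effect and no enzyme for full effect; nearly all actives have a fitted effect of over 20% in size; some results filed as inactive show a strong effect at the top dose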
# Target sequence (P00811 whole entry, looked up): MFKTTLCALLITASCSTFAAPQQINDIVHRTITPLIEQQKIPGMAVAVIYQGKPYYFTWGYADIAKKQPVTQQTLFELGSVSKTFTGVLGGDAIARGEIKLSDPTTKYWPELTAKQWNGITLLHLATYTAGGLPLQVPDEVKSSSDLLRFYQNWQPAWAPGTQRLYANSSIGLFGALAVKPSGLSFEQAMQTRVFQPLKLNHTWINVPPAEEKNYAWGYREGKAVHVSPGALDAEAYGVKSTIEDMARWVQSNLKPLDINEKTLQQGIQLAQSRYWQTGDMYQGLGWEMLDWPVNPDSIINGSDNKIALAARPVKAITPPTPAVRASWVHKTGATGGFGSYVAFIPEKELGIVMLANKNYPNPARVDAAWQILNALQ
#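 20 mM phosphate pH 7.0 + 0.01% (detergent screen) or 0.0001% Triton X-100; 5.3 nM AmpC reagent; cpd preinc 15 min RT; nitrocefin (800 uM stock) to start; A480 q20 s × 4 min; Activity was normalised to no-enzyme and no-compound control wells.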
# Giardia FBPA inh – inhibitors of Giardia lamblia fructose-1,6-bisphosphate aldolase; A8B2U2; purified Giardia FBPA; actives 0.71% (n = 290,000); AID 2451; Potency, µM (highest dose often 59.6 µM), for inactives: at the highest dose activity, negative = inhibition, most hits filed as inhibitors; further: potency means the concentration at half of the fitted maximal effect; on the % scale 0 is the no-effect control and ±100 the full control effect; nearly all actives have a fitted effect of over 55% in size
# Target sequence (A8B2U2 whole entry, looked up): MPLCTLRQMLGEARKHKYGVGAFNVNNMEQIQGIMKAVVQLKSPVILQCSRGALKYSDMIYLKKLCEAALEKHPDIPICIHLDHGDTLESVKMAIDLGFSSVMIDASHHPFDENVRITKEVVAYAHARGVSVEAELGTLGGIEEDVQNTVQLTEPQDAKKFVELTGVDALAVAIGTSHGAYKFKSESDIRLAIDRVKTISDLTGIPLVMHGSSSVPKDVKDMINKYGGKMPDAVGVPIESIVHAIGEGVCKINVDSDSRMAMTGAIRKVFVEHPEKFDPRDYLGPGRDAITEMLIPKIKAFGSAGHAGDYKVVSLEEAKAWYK
#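 40 nM FBPA preincubated 10 min at RT with compound (up to 57.5 uM final), then substrate plus GAPDH/TPI/NAD/arsenate coupling and diaphorase/resazurin added. Fluorescence read after 20 min at RT, 525/598 nm.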
# Cycloheximide cs – affects cycloheximide protein synthesis inhibition readout, counter-screen; cell reporter, cycloheximide protein synthesis inhibition counterscreen; max response, %; actives 12% (n = 300,000); in the data active means max response mostly above about 13%, no sharp cut-off; inactive means mostly below about 14%; further: read at 38.3 µM for the half of the compounds with a filed dose; 0% is about no effect
# AMA1-RON2 inh – inhibitors of Plasmodium falciparum AMA1-RON2 interaction; Potency, µM (titrated, usually from 58.2 µM), for inactives: top-dose activity change, negative = inhibition, most hits filed as inhibitors; actives 0.2% (n = 360,000); AlphaScreen AMA1-biotinylated RON2 peptide binding; AID 720542;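 further: potency means the concentration at half of the fitted maximal effect; 0% = vehicle wells and -100% = peptide control; nearly all actives have a fitted effect of over 45% in size; some results filed as inactive show a strong effect at the top dose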
#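 AMA1 (3D7) with his tag at 25 nM final met compounds first, then biotinylated RON2 peptide at 25 nM; detection used donor plus acceptor beads, 10 µg/mL apiece, read by AlphaScreen after 30 min at room temperature.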
# Shiga toxin inh – blocks Shiga toxin action in Vero cells | Vero cells, Shiga toxin protein synthesis inhibition reporter | inhibition, % at 38.7 µM | actives 9.2% (n = 290,000) | AID 2315; in the data active means inhibition mostly above about 28%, no sharp cut-off; inactive means mostly below about 43%; further: 0% is about no effect
# HCMV antiviral – inhibitors of human cytomegalovirus. actives 4.5% (n = 410,000). AID 1259415. activity change, negative = inhibition, % at 57.5 µM. HFF cells, HCMV-luciferase reporter, 72 h; hits give low values; in the data active means activity change below about -60%; inconclusive means no clear call, values can overlap the other calls; inactive means above about -39%; further: on the % scale 0 is the no-effect control and ±100 the full control effect
#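 Two compound doses tested in HFFs infected with HCMV-luciferase, MOI 1 PFU/cell, 72 h at 37C. Lysate luminescence read with OneGlo; data normalized against buffer-only and 10uM Salinomycin inhibitor controls.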
# AmpC inh detg – inhibitors of E. coli AmpC beta-lactamase with detergent. Potency, µM (series often up to 114 µM), inactives show top-dose activity change, negative = inhibition, most hits filed as inhibitors. AmpC hydrolysis of nitrocefin, absorbance 480 nm, 0.01% Triton. P00811. AID 485294. actives 0.041% (n = 370,000);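 further: potency means the concentration at half of the fitted maximal effect; 0% = no-compound wells and -100% = no-enzyme wells; nearly all actives have a fitted effect of over 25% in size; some results filed as inactive show a strong effect at the top dose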
#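 20 mM phosphate pH 7.0 + 0.01% (detergent screen) or 0.0001% Triton X-100; 5.3 nM AmpC reagent; cpd preinc 15 min RT; nitrocefin (800 uM stock) to start; A480 q20 s × 4 min; Activity was normalised to no-enzyme and no-compound control wells.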
# Numbers without * were called inactive; u = inconclusive; x = no result given; [ ] = dose if it differs, or a comment. Unless noted, the call rests on the fitted dose curve; in most records, active means well fitted curve in the direction sought with a large enough effect; inconclusive means small, poorly fitted or top-dose-only effect, or another doubt; inactive means no such curve, though single readings can be large; an effect the other way counts as inactive or inconclusive.
compound | Shiga toxin inh | Cycloheximide cs | AMA1-RON2 inh | AmpC inh detg | Giardia FBPA inh | HCMV antiviral | AmpC inh no detg
O=C(O)C(Cc1ccc(Cl)cc1)NS(=O)(=O)c1ccc(Cl)cc1 (stereo unspecified) | -4 | -4 | -8% | -8% | 22% | 16 | -22%
O=c1c(=Nc2ccccc2O)c(=O)c2ccccc12 | 108* | 21* | 10% | 0% | u | u | -18%
COc1ccc(CNC(=O)C(C)N(Cc2ccccc2OC)C(=O)c2snc(C(N)=O)c2N)cc1 (stereo unspecified) | -14 | -5 | -3% | 2% | x | -7 | -6%
c1csc(-c2nn3c(Cn4nnc5ccccc54)nnc3s2)c1 | -5 | 1 | -1% | -1% | -27% | 8 | 3%
COc1ccc(-c2nnc(SCC(=O)c3cc(C)n(Cc4cccs4)c3C)o2)cc1 | 23 | -1 | 0% | -7% | -8% | -18 | -17%
CC1CN(Cc2ccccc2)c2ccccc2NC1=S (stereo unspecified) | 15 | 16 | -3% | u | 16% | -23 | -6%
Cc1ccc2nc(-c3ccccc3)cc(C(=O)N(C)CC(=O)Nc3ccccc3Br)c2c1 | x | x | -9% | -18% | x | -19 | -17%
CCN(/C=N/S(=O)(=O)c1ccc(Cl)cc1)CC | -1 | -1 | 25% | -3% | 1% | -4 | -4%
COc1ccc(S(=O)(=O)N(C)C[C@H]2Oc3ccc(NC(=O)Nc4ccc5c(c4)OCO5)cc3CC(=O)N([C@@H](C)CO)C[C@@H]2C)cc1 | x | x | -28% | x | x | 5 | 140%[activator]
COc1ccc2oc(C(=O)OCC(=O)N3CCC(C)CC3)c(C)c2c1 | -12 | 9 | -3% | -14% | -3% | -7 | 56%
Cc1ccc(S(=O)(=O)N2C(=O)C(c3ccccc3)SC2=Nc2ccccc2)cc1 (stereo unspecified) | 40 | 13 | -9% | 4% | 0% | 5 | -22%
Cc1cc(NC(=O)c2cccc(S(=O)(=O)N3CCCCC3)c2)no1 | 11 | 9.3* | -2% | -3% | x | 66 | -23%
N/C(Cn1cncn1)=N\NC(=O)C(=O)Nc1cccc(C(F)(F)F)c1 | -5 | -1 | 72%[activator] | -4% | -19% | -18 | -13%
COc1ccc(-c2noc(CN(C)C(=O)c3ccc4c(c3)OCO4)n2)cc1OC | -4 | -4 | 16% | u | 11% | 124 | 31%
Clc1cccc(CNCCc2c[nH]c3ccccc23)c1 | -6 | -7 | u | -2% | -23% | 13 | -24%
COc1ccccc1N(Cc1ccccc1)S(=O)(=O)c1cccc(C(=O)N2CCCCC2)c1 | x | x | 4% | x | x | -19 | 149%[activator]
S=C(NCc1ccc2c(c1)OCO2)NCc1ccco1 | 53 | 28* | 1% | -8% | u | 41 | -1%[2.29 µM]
CC(C)C(=O)NS(=O)(=O)c1ccc(NS(C)(=O)=O)cc1 | 5 | -1 | -5% | 5% | 5% | 3 | -19%
CC(=O)Nc1cccc(NC(=O)CSc2nn3c(=O)c(C)nnc3s2)c1 | 2 | -7 | 118%[activator] | 6% | -15% | 71 | -18%
COC(=O)c1c(NS(C)(=O)=O)sc2c1CCCC2 | 28* | -2 | -5% | -2% | -7% | -18 | -14%

# Pulled one by one from the list above:
compound | Shiga toxin inh | Cycloheximide cs | AMA1-RON2 inh | AmpC inh detg | Giardia FBPA inh | HCMV antiviral | AmpC inh no detg
COc1ccccc1N(Cc1ccccc1)S(=O)(=O)c1cccc(C(=O)N2CCCCC2)c1 | x | x | 4% | x | x | -19 | 149%[activator]
CC(C)C(=O)NS(=O)(=O)c1ccc(NS(C)(=O)=O)cc1 | 5 | -1 | -5% | 5% | 5% | 3 | -19%

# The list continues:
compound | Shiga toxin inh | Cycloheximide cs | AMA1-RON2 inh | AmpC inh detg | Giardia FBPA inh | HCMV antiviral | AmpC inh no detg
O=C(O)c1cccc(-n2cccc2/C=C2\SC(=O)N(Cc3ccccc3F)C2=O)c1 | 10 | -2 | -1%[2.32 µM] | -5% | 8% | -28 | -35%
CN=C(c1ccc(C)cc1)n1c(=S)nc(-c2ccc(C)cc2)n(C)c1=S | 85* | 43* | -9% | -5% | -18% | 15 | -8%
CCNC(=S)N1CCCC(c2nc3ccc(C)cc3[nH]2)C1 (stereo unspecified) | 29 | 9 | -4% | 3% | -6% | 23 | -10%
CC#CC[N+](C)(C)CCCCCCCCCC | 10 | 0 | 4% | 1% | 1% | -65* | 45%
CN(C(=O)CC1C(=O)NCCN1Cc1ccc(F)c(F)c1)C1CCOCC1 (stereo unspecified) | 10 | -1 | 14% | -6% | -20% | -21 | 33%
O=C(NCc1ccccn1)c1cc(-c2ccc(Br)cc2)nc2ccccc12 | -4 | -2 | 16% | -6% | -7% | 1 | 11%
CCC(C)Sc1nc2c(c(=O)n1C)SC(C)C2 (stereo unspecified) | -3 | -2 | -9% | u | 1% | -31 | -12%
Cc1[nH]c(=O)[nH]c(=O)c1S(=O)(=O)N(C)Cc1ccccc1 | -7 | -2 | 6% | -5% | 0% | -7 | -21%
O=C(C[C@@H]1C/C=C\CC[C@@H](Cc2ccc(F)cc2)C(=O)OC[C@@H]2CCCN2C1=O)NCCO | x | x | -5% | x | x | -10 | 311%[activator]
CCOc1cc(C)c(Cl)cc1S(=O)(=O)NC1CC(C)(C)NC(C)(C)C1 | -9 | 3 | 5% | 7% | 11% | -31 | -13%
CCN1C(=O)C(CC(=O)Nc2ccc(OC)cc2)N(CCc2ccccc2F)C1=S (stereo unspecified) | 4 | -2 | u | 0% | -4% | -39 | 2%
O=C1CC(c2ccccc2F)c2cc3c(cc2N1)CCC3 (stereo unspecified) | -8 | -3 | 16% | 0% | -1% | -34 | -17%
COCC(=O)Nc1ccc2c(c1)OCC(=O)N2Cc1ccc(C)cc1 | 22 | 12* | 5% | -26% | 16% | 45 | -3%
COc1cccc(OCc2cc(C(=O)N3CCN(c4ccccc4O)CC3)no2)c1 | 107* | 50* | -7% | -13% | x | 88 | 31%
CCCCC(=O)O[C@]1(C(=O)CO)CC[C@H]2[C@@H]3CCC4=CC(=O)CC[C@]4(C)[C@H]3[C@@H](O)C[C@@]21C | -8 | -2 | -1% | -4% | -12% | 39 | 121%[activator]
CCN(CC)c1ccc(NC(=O)CC2Oc3ccccc3NC2=O)c(C)c1 (stereo unspecified) | -8 | -4 | -7% | -11% | -9% | 99 | -33%
O=C(NC1CCCCC1)N1CCCC1 | 15 | -2 | -9% | -8% | 0% | 0 | -1%
COc1cc(/C=C(/C#N)c2nc3ccccc3[nH]2)ccc1OC(=O)c1ccco1 | 82* | 28* | 2% | -2% | -2% | 116 | u
CC1CCC(NC(=O)c2ccc(S(C)(=O)=O)cc2)CC1 (stereo unspecified) | 23 | 12 | 6% | -15% | -1% | -4 | -12%
Nc1c(-c2ccc3c(c2)OCCO3)oc2ccccc2c1=O | 70* | 33* | 44%[activator] | u | -1% | 90 | -6%
Cc1c(OC(C)C(=O)NCC(O)c2ccccc2)ccc2c3c(c(=O)oc12)CCCC3 (stereo unspecified) | -5 | 11 | 0% | 3% | x | 0 | 129%[activator]
Cc1cc2ncn(CCC(=O)NC(C)(C)C)c2cc1C | -2 | 1 | -8% | -7% | -23% | -18 | -27%
O=C1C(=Cc2cccn2-c2ccc(O)cc2)C(=O)c2ccccc21 | 31 | 11 | -6% | -15% | -7% | 2 | -28%
COCCN1CCN(C(=O)c2ccc3oc(CCc4ccccc4)nc3c2)CC1 | 35 | 23* | 9% | -6% | x | 30 | 105%[activator]
CCC1Sc2ccc(S(=O)(=O)CCC(=O)Nc3ccccc3Br)cc2NC1=O (stereo unspecified) | 18 | 14 | 6% | 2% | 1% | u | -34%
O=C(CCCn1cncn1)N1CCCC(N2CCN(c3ccc(F)cc3)CC2)C1 (stereo unspecified) | -28 | -1 | 9% | 0% | x | -1 | 2%
CC(=O)c1ccc(C(=O)N(CCN(C)C)c2nc3c(Cl)cccc3s2)cc1 | -14 | -8 | 4% | 7% | -2% | 3 | -4%
O=C(COC(=O)c1cccnc1)Nc1ccc(F)cc1 | -10 | -1 | 4% | -3% | 3% | 6 | -17%
O=C(NC1CCCCC1)C(c1ccc(F)cc1)N(CCc1ccccc1)C(=O)CN1C(=O)c2ccccc2S1(=O)=O (stereo unspecified) | -3 | -2 | -5%[2.32 µM] | -11% | 0% | -18 | -10%
Nn1c(SCc2cccc(Cl)c2)nnc1-c1ccncc1 | 8 | 7 | 18% | 0% | 0% | -7 | -2%
N#Cc1cccc(OCC(=O)NC(=O)NCc2ccccc2)c1 | -4 | -3 | 9% | -6% | -1% | -37 | -30%
COC(=O)c1c(C)oc(C)c1S(=O)(=O)Nc1ccccc1 | 1 | -2 | 3% | 1% | -5% | -8 | -17%
CN(C)c1ccc(C(=O)NC2(N3CCC3=O)CCCC2)cc1 | 27 | 22* | 1% | 0% | -1% | 12 | 10%
O=C(CN(C1CCCCC1)S(=O)(=O)c1ccc(F)cc1)Nc1ccc2c(c1)OCO2 | 20 | -2 | -22% | -8% | -22% | -23 | -27%
O=C(CC(c1ccc(F)cc1)c1ccco1)N1CCCC1 (stereo unspecified) | -22 | -3 | 1% | -10% | 2% | -6 | 52%
CCOc1ccc(CC(=O)C2C(=O)CCCC2=O)cc1OCC | -11 | -1 | 2% | -14% | -19% | x | -10%
C=CCc1cccc(C=Nc2cccn3cc(-c4ccccc4)nc23)c1O | 69* | 32* | 23% | -4% | -22% | 26 | 2%
Cc1nn(-c2ccccc2)c(C)c1C(=O)NCc1ccccc1F | -1 | -5 | 20% | -4% | 1% | -1 | 2%
CC1CCN(S(=O)(=O)c2ccc(NC(=O)C3CSC4(C)CCC(=O)N34)cc2)CC1 (stereo unspecified) | x | x | 6% | u | x | -12 | 14µM*
COc1ccc(N2CCC(CNC(=S)Nc3cccc(C)c3)C2)cc1 (stereo unspecified) | -4 | -2 | u | -9% | -19% | u | -34%
COc1ccc2cc(C(=O)N3CCc4ccccc43)[nH]c2c1 | 100* | 34* | 7% | -1% | -20% | 177 | -18%
COc1ccc(C(=O)NCc2c(CC(C)C)oc(C)c2C(=O)O)cc1 | -6 | -2 | -18% | 1% | -8% | -18 | -20%
CN=C1C=C/C(=N/N=c2\ccn(O)cc2C)C=C1C | 20* | 8 | u | 8% | -6% | 187 | -5%
O=C(CSc1cn[nH]n1)Nc1ccccc1C(F)(F)F | -3 | -4 | 10% | -12% | -2% | -2 | -19%
COc1cccc2cc(C(=O)OCc3ccccc3)c(=O)oc12 | 49* | 54* | 3% | -4% | 1% | 22 | -1%
Cc1cc(C)n(CC(O)COc2ccccc2Br)n1 (stereo unspecified) | 17 | 11 | 1% | 1% | -6% | 14 | 34%
O=C(COC(=O)/C=C/c1ccc(F)cc1)Nc1ccc2[nH]c(=O)[nH]c2c1 | x | x | -14% | u | x | -32 | -29%
CC1CCN(S(=O)(=O)c2nnc(NC(=O)COc3ccccc3F)s2)CC1 | 3 | -3 | 7% | u | u | 11 | -28%
Cc1ccccc1-n1c(-c2csc3ccccc23)n[nH]c1=S | 13 | 0 | 25% | u | 7% | 15 | -48%

# Source: PubChem BioAssay (National Center for Advancing Translational Sciences (NCATS))
